TRPC6 activator: mouse TRPC6 channel activation | Q61143 | HEK293-TRPC6 membrane potential dye fluorescence; stronger effect = higher value | B-score at 10 µM | hit rate 0.13% among 310,000 | AID 2550;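 active = B-score of the integrated fluorescence ratio above library mean plus 3 SD, and starting fluorescence ratio within library mean plus 5 SD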;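 note: higher score means more depolarization so channel activation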
TRPC4 inh: blocks the mouse TRPC4 cation channel. HEK293 TRPC4beta/mu-opioid, DAMGO-evoked Fluo4 calcium flux; stronger effect = lower value. B-score at 10 µM. hit rate 0.39% among 300,000;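 active = B-score over 3 SD under the library average, no early fluorescence shift, positive overall ratio signal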
Target sequence (Q9QUQ5 whole entry, looked up): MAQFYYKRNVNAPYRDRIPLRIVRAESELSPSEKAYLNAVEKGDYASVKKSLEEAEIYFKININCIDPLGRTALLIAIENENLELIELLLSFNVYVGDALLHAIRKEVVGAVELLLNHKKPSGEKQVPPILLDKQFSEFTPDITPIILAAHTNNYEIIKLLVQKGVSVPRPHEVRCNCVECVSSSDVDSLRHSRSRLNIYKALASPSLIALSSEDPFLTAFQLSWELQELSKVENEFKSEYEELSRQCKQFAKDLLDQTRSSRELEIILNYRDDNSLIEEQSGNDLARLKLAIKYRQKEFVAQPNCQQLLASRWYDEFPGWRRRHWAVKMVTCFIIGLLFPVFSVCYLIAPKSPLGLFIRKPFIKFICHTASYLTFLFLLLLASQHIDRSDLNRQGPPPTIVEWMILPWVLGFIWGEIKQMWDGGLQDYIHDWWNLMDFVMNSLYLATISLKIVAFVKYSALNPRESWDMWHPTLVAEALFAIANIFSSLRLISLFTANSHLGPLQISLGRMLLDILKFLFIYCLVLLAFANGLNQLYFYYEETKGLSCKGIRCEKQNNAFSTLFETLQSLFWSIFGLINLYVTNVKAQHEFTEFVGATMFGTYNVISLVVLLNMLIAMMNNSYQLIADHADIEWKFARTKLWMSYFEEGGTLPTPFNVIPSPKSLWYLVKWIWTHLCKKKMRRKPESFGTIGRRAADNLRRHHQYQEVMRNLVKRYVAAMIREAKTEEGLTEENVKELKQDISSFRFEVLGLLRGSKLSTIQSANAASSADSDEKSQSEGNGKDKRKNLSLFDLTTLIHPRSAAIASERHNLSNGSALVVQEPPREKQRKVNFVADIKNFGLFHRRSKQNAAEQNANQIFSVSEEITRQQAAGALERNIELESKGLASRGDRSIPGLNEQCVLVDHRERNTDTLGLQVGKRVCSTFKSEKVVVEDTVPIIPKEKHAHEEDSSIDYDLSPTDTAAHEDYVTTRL
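test system = HEK293 cells with stable TRPC4beta plus mu-opioid receptor expression | detection = Fluo4 Ca2+ flux fluorescence | read-out = integrated fluorescence ratio relative to baseline, converted to per-well B score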
TRPC6 inhibitor: mouse TRPC6 channel inhibition; HEK293-TRPC6, membrane potential dye, ACh-evoked depolarization; stronger effect = lower value; B-score at 10 µM; hit rate 1.1% among 310,000;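 active = B-score under library mean minus 3 SD, initial fluorescence not abnormally high, positive integrated signal ratio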;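 note: B-score derived from integrated fluorescence ratio over the kinetic read; more negative B-score means stronger inhibition of depolarization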
TRPC4 agonist: activators of mouse TRPC4 channel | B-score at 10 µM | HEK293 TRPC4beta/mu-opioid, Fluo4 calcium fluorescence; stronger effect = higher value | hit rate 0.49% among 310,000;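 active = B-score above 5 SD of library B-scores, and initial fluorescence ratio not above library mean plus 5 SD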;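 note: positive B-score marks a calcium rise read as TRPC4 activation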
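Assay system: HEK293 stable line with TRPC4beta plus mu-opioid receptor. Times: dye 45 min RT, read 110 s. Measured by: kinetic Fluo4 calcium fluorescence. Measure: B score of integrated ratio. Controls: assay buffer as low control, maximal DAMGO as high control.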
MrgX1 antagonist: blocks BAM8-22 activation of human MrgX1 receptor; hit rate 1.3% among 310,000; Q96LB2; MRGX1-HEK293 calcium flux, Fluo-4, BAM8-22 antagonism; stronger effect = lower value; B-score at 10 µM;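 active = calcium-response B-score plate-corrected more than 3 library SD below zero, starting fluorescence within 5 deviations, no agonist response on first addition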;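 note: peak minus trough fluorescence over baseline after final BAM8-22 challenge near maximal dose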
HIF act: HIF pathway transcriptional activation | U2OS HRE-luciferase reporter, luminescence; normalized: DMSO 0%, desferrioxamine 100% | activation, % at 7.5 µM (by protocol) | hit rate 0.32% among 300,000 | AID 1910;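 active = mean activation of at least 10% of the iron chelator positive control signal, with at least half of replicates also reaching 10%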
KLF5 inhibitor: kruppel-like factor 5 inhibition; hit rate 0.23% among 290,000; DLD-1 KLF5 promoter-luciferase reporter, luminescence; inhibition, % at 5 µM;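 active = inhibition above a per-plate limit of that plate's mean compound inhibition plus 3 SD, cut at about 60% in these data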;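 note: 0% = DMSO wells and 100% = LY294002 at 200 µM; higher means less KLF5 promoter-driven luciferase light; inactives centre near -14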
TRPC4 potent: allosterically enhances the mouse TRPC4 cation channel | Q9QUQ5 | HEK293 TRPC4beta/mu-opioid, DAMGO EC20, Fluo-4 Ca2+ flux; stronger effect = higher value | B-score at 10 µM | hit rate 0.42% among 310,000;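 active = B-score of calcium response area above 5 SD of library B-scores, with initial fluorescence ratio within 5 SD of library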;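 note: B-score of integrated fluorescence ratio over time as area under calcium response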
IEC-6 tox: counter-screen for KLF5 inhibitors: cytotoxicity in IEC-6 cells; IEC-6 cytotoxicity, luminescence viability; inhibition, % at 5 µM; hit rate 0.78% among 290,000; AID 1825; in the data active = inhibition above about 22%;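 note: 0% = plate median of test compound wells and 100% = cytotoxic reference compound wells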
SKKanGAS inh: blocks kanamycin growth of S. pyogenes SKKanGAS strain | BacTiter-Glo, 6 h | inhibition, % at 7.5 µM | hit rate 1.3% among 300,000 | AID 1662;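 active = mean replicate score, as percent of positive control median, at least 50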;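 note: strain carries kanamycin resistance gene driven by streptokinase promoter and grows in 40 µg/ml kanamycin; loss of luminescence reflects streptokinase promoter inhibition or plain growth inhibition; 0% = median of DMSO wells and 100% = positive control at its reference dose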
aSyn 5UTR inh: 5' untranslated region of α-synuclein, MLPCN primary screen; alpha-synuclein 5'UTR reporter, inhibitor activity; inhibition, % (tested at 7.5 µM); hit rate 0.82% among 300,000; in the data active = inhibition above about 60%;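 note: H4 neuroglioblastoma cells stably carrying SNCA 5'UTR luciferase fusion; 0% = DMSO wells and 100% = positive control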
Numbers without * were called inactive; i = inactive; x = no result given.

SMILES	TRPC6 activator	TRPC4 inh	TRPC6 inhibitor	TRPC4 agonist	MrgX1 antagonist	HIF act	KLF5 inhibitor	TRPC4 potent	IEC-6 tox	SKKanGAS inh	aSyn 5UTR inh
COc1cc2ccccc2cc1C(=O)O	i	i	i	i	i	-0.1	-16	i	-3	-7	13
COCCn1c(SCC(=O)c2[nH]c(C)c(C(C)=O)c2C)nc2ccccc2c1=O	i	i	i	i	i	-0.3	3	i	0	-3	9
CC(C)N(N=Nc1ccc([N+](=O)[O-])cc1)C(C)C	i	i	i	i	i	0.3	-20	i	-2	12	22
CCN(C(=O)c1ccc(C)c(Br)c1)c1ccccc1	i	i	i	i	i	-0.3	4	i	0	6	23
O=C(N/N=C/c1c(O)n(Cc2ccccc2)c(=O)c2ccccc12)c1cccnc1	i	i	i	i	i	-0.6	-40	i	0	48	27
CN(C/C=C/c1ccccc1[N+](=O)[O-])Cc1ccccc1	i	i	i	i	i	-1.8	-10	i	-5	5	-5
Cc1ccc(/C=N/n2c(-c3ccccn3)n[nH]c2=S)o1	i	i	i	i	i	-0.1	-6	i	-8	4	14
OCCC1CN(Cc2cccn2-c2cccnc2)CCN1Cc1ccc(F)cc1 (stereo unspecified)	i	i	i	i	i	-0.1	-11	i	-1	-2	4
O=C(CNC(=S)N(CCCN1CCOCC1)Cc1cccs1)NCc1ccccc1Cl	i	i	i	i	i	0.1	-29	i	-3	4	7
O=C(COc1ccc2oc(-c3ccccc3)cc(=O)c2c1)NCc1ccco1	i	i	i	i	i	1.9	-14	i	-2	10	-127
CCOC(=O)N1CCN(C(=O)CSc2nc(=O)n3cc(C)ccc3n2)CC1	i	i	i	i	i	0.8	x	i	x	-13	-4
CS(=O)(=O)N(CC(=O)NCc1ccc2c(c1)OCO2)C1CCCCC1	i	i	i	i	i	0.2	11	i	3	-7	-14
CC1CN(C(c2cccs2)c2sc3ncnn3c2O)CC(C)O1 (stereo unspecified)	i	i	i	i	i	0.0	-38	i	3	-3	-4
O=C(Nc1cccc2ccccc12)c1onc2c1CCCC2	i	i	i	i	i	1.5	-102	i	12	7	-204
N/C(=N\OC(=O)c1ccc2c(c1)OCO2)c1ccc(Cl)cc1	i	i	i	i	i	3.4	-6	i	-4	2	-165
COC(=O)C1=C(C)N(CCC2=CCCCC2)C(=O)C1	i	i	i	i	i	-0.9	-11	i	8	7	-17
COc1cc(-c2nnc(CSc3nnc(N)s3)o2)cc(OC)c1OC	i	i	i	i	i	-0.5	-29	i	2	2	-16
CN1CCN(S(=O)(=O)c2ccc3c(c2)OCCO3)CC1	i	i	i	i	i	0.3	-13	i	2	5	9
Cc1cc(Oc2nc3c(C)cccn3c(=O)c2/C=C(\C#N)S(=O)(=O)c2ccc(Cl)cc2)ccc1Cl	i	i	i	i	i	-0.1	-29	i	-6	44	-2
Cc1ccc(OCCNC(=O)Cc2ccc(F)cc2)cc1	i	i	i	i	i	-0.3	11	i	0	18	3
CCC(=O)Nc1cccc(Br)c1	i	i	i	i	i	0.2	-54	i	-2	-16	6
CCCN1CCN(CC(=O)Nc2nnc(C)s2)CC1	i	i	i	i	i	-28	-8	i	-7	-1	7
COCCCNc1c2c(nc3nnnn13)CCCC2	i	i	i	i	i	0.3	-27	i	0	-1	2
CCn1c2ccccc2c2cc(Nc3cc(C)nc4ncnn34)ccc21	i	i	i	i	i	1.4	75*	i	94*	19	82*
CCOc1ccc(NC(=O)NC(C)c2ccc3c(c2)OCO3)cc1 (stereo unspecified)	i	i	i	i	i	-0.5	-35	i	-1	-3	4

Brought forward from above: 3 entries; new compounds follow.
SMILES	TRPC6 activator	TRPC4 inh	TRPC6 inhibitor	TRPC4 agonist	MrgX1 antagonist	HIF act	KLF5 inhibitor	TRPC4 potent	IEC-6 tox	SKKanGAS inh	aSyn 5UTR inh
COCCCNc1c2c(nc3nnnn13)CCCC2	i	i	i	i	i	0.3	-27	i	0	-1	2
CCn1c2ccccc2c2cc(Nc3cc(C)nc4ncnn34)ccc21	i	i	i	i	i	1.4	75*	i	94*	19	82*
CCOc1ccc(NC(=O)NC(C)c2ccc3c(c2)OCO3)cc1 (stereo unspecified)	i	i	i	i	i	-0.5	-35	i	-1	-3	4
CC1CCN(CC(O)COc2ccc(C(=O)c3ccccc3)cc2)CC1 (stereo unspecified)	i	i	i	i	i	-0.2	-24	i	3	1	6
COc1ccc(NC(=O)CC2C(=O)N(c3ccc(F)cc3)C(=S)N2NC(=O)c2ccc(Cl)cc2)cc1 (stereo unspecified)	i	i	i	i	i	0.8	-15	i	1	10	18
CN(Cc1ccon1)C(=O)CC1C(=O)NCCN1CC(C)(C)C (stereo unspecified)	i	i	i	i	i	0.0	-36	i	2	5	14
CCOc1ccccc1-n1c(=S)sc2c(=O)n(-c3ccc(C)cc3)c(=S)[nH]c21	i	i	i	i	i	-0.3	-25	i	0	13	-11
COc1ccc(CN2CCN(Cc3ccc4ccccc4c3)CC2)cc1OC	i	i	i	i	i	0.4	-51	i	-7	2	-8
CCc1ccc(OCC(=O)NN2Cc3ccccc3C2=N)cc1	i	i	i	i	i	-1.0	1	i	4	-10	-9
CCOC(=O)c1cc(-c2ccccc2)sc1NC(=O)C(C)OC(=O)c1cccnc1OCC (stereo unspecified)	i	i	i	i	i	-0.4	-13	i	0	-2	3
Cc1oc(CN2CCOCC2)cc1C(=O)O	i	i	i	i	i	0.3	0	i	-7	6	11
CCOc1ccc(N2C(=O)CC(N3CCN(c4ccc(Cl)cc4)CC3)C2=O)cc1 (stereo unspecified)	i	i	i	i	i	-17	-11	i	5	2	9
CCC1CCCCN1C(=O)COc1ccc(N(C)S(=O)(=O)c2ccc(C)cc2)cc1 (stereo unspecified)	i	i	i	i	i	-0.7	-4	i	-1	2	-5
Oc1ccccc1-c1n[nH]c(=S)n1Cc1ccco1	i	i	i	i	i	-0.6	-5	i	-1	2	16
S=C(Nc1ccc2snnc2c1)N1CCN(c2ccccn2)CC1	i	i	i	i	i	1.9	-48	i	4	6	-29
CC(C)(C)N1CSC(=S)N(Cc2ccccc2)C1	i	i	i	i	i	0.0	1	i	-7	15	8
Cc1cnc(C(=O)OCC(=O)NCCCc2ccccc2)cn1	i	i	i	i	i	0.0	10	i	-3	0	-1
COc1ccc(NC(=O)CSc2ccc3nnc(-c4ccccn4)n3n2)cc1OC	i	i	i	i	i	-0.6	-29	i	-5	-1	-14
Cn1c(NC(=O)c2ccc(F)cc2)nc2ccccc21	i	i	i	i	i	0.5	-120	i	13	22	-103
C[C@@]12C(=O)N(CC3CC3)CC(=O)N1[C@H](C1CC1)[C@@H]1C(=O)N(c3ccccc3)C(=O)[C@@H]12	i	i	i	i	i	-0.2	-12	i	-4	5	12
COc1cc(OC)c(S(=O)(=O)N2CCN(C(=O)c3ccco3)CC2)cc1NC(C)=O	i	i	i	i	i	-0.8	-57	i	6	2	9
COc1ccccc1N1CCN(C(CNS(C)(=O)=O)c2cccnc2)CC1 (stereo unspecified)	i	i	i	i	i	-0.2	-14	i	1	0	0
COC(=O)c1cc(-c2ccccc2)nc2nc(SC)[nH]c(=O)c12	i	i	i	i	i	-17	-20	i	2	10	22
Cc1onc(-c2c(F)cccc2Cl)c1C(=O)OCC(=O)Nc1c(C)n(C)n(-c2ccccc2)c1=O	i	i	i	i	i	-52	-9	i	-3	2	-11
CC(C)NC(=S)N/N=C/c1sc(N2CCCCC2)nc1-c1cccs1	i	i	i	i	i	-9.1	-37	i	4	7	-69
Cn1c(CSCCOc2ccccc2)n[nH]c1=S	i	i	i	i	i	-0.1	-7	i	4	3	9
COc1cccc(NC(=O)CSc2nnc(-c3cc(-c4ccccn4)nc4ccccc34)o2)c1	i	i	i	i	i	-0.6	-25	i	2	2	-21
COCCNc1nnc(SC(C)C(=O)Nc2ccc(-c3nc4ccc(C)cc4s3)cc2)s1 (stereo unspecified)	i	i	i	i	i	5.2	-111	i	-1	23	-79
The list goes on:
SMILES	TRPC6 activator	TRPC4 inh	TRPC6 inhibitor	TRPC4 agonist	MrgX1 antagonist	HIF act	KLF5 inhibitor	TRPC4 potent	IEC-6 tox	SKKanGAS inh	aSyn 5UTR inh
NS(=O)(=O)c1ccc(O)c(N2C(=O)c3cccc4c(C(=O)O)ccc(c34)C2=O)c1	i	i	i	i	i	0.2	-14	i	2	-5	-10
C/C(CC(=O)Nc1ccc(Cl)c(C(F)(F)F)c1)=N\NC(=O)c1cc2ccccc2cc1O	i	i	i	i	i	-0.1	20	i	3	95*	-14
Cc1ccc(C)c(NC(=S)NC(NC(=O)OCc2ccccc2)C(Cl)(Cl)Cl)c1 (stereo unspecified)	i	i	i	i	i	-10	-10	i	0	14	-21
COc1ccc(OCC(O)CN(C)C(=O)C(C)Oc2ccccc2)cc1 (stereo unspecified)	i	i	i	i	i	-2.0	-41	i	0	1	11
CCC(CC)C(=O)Nc1ccc(C(=O)c2ccccc2)cc1	i	i	i	i	i	0.4	-49	i	1	-9	2
CCN(Cc1ccccc1)S(=O)(=O)CCNC(=O)c1ccccc1	i	i	i	i	i	0.4	x	i	x	-6	0
Cc1cc(C)nc(NC(=O)Cc2ccc([N+](=O)[O-])cc2)c1	i	i	i	i	i	-0.1	16	i	5	-4	-31
Cc1oc(=O)c(NC(=O)c2cccc(Cl)c2)cc1C(=O)c1ccccc1	i	i	i	i	i	1.2	-3	i	-12	-5	-237
CC1=C/C(=N\N=C2\NC(=O)C(CC(=O)Nc3ccccc3F)S2)CC(C)(C)C1 (stereo unspecified)	i	i	i	i	i	0.0	2	i	0	-5	5
O=C(CN1CCCCCC1)N/N=C/c1cccs1	i	i	i	i	i	-0.5	2	i	0	2	1
COc1ccc(N2CC(C(=O)Nc3cccc(S(=O)(=O)N4CCCC4)c3)CC2=O)c(OC)c1 (stereo unspecified)	i	i	i	i	-9*	-0.1	x	i	x	4	14
Cc1cc(/C=C(\C#N)C(=O)NCC2CCCO2)c(C)n1-c1ccc(Cl)cc1 (stereo unspecified)	i	i	i	i	i	2.8	-55	i	2	-3	-267
COc1ccccc1N1C(=O)c2ccccc2NC1C(OC)OC (stereo unspecified)	i	i	i	i	i	-0.4	-17	i	-2	7	-11
CC1CC(=O)Nc2ccccc2N1S(=O)(=O)c1ccc(C#N)cc1 (stereo unspecified)	i	i	i	i	i	0.1	14	i	-4	-12	10
O=C(NCCNC(=O)c1ccccc1Br)c1ccccc1Br	i	i	i	i	i	-0.5	-8	i	1	-1	-1
COCCC(=O)N1CCC(Oc2ccc(C(=O)N3CCCCCCC3)cc2)CC1	i	i	i	i	i	-0.4	-5	i	2	7	-1
COc1cccc(/C=N/NC(=O)CSc2ccccc2C)c1OC	i	i	i	i	i	-0.5	3	i	0	10	20
